Bioassay records deposited in PubChem BioAssay by National Center for Advancing Translational Sciences (NCATS).
uPA surface inh: qHTS for Inhibitors of Cell Surface uPA Generation; cell surface uPA generation assay, qHTS; Potency, µM (series often up to 38.3 µM), for the others: top-dose activity change, negative = inhibition, hits mostly inhibitors; 0.31% of 330,000 active; active = well fitted inhibition curve with a large enough effect; inconclusive = small, poorly fitted or top-dose-only effect; inactive = no such curve, though single readings can be large or run the other way; tested in mouse RAW 264.7 cells; note: potency is the fitted concentration of half-maximal effect; % is set by controls: 0 for no effect and ±100 for the full control effect; nearly all actives have a fitted effect of over 55% in size
Eya2 phos inh: qHTS Assay for Inhibitors of the Phosphatase Activity of Eya2. Protein phosphatase EYA2 (Homo sapiens), O00167. recombinant Eya2, OMFP fluorescence dephosphorylation (OMFP is methylfluorescein phosphate). Potency, µM (highest dose often 76.9 µM), without a hit: at the top dose activity, negative = inhibition, actives largely listed as inhibitors. 0.006% of 330,000 active. AID 488837, 2010; note: potency is the fitted concentration of half-maximal effect; % is set by controls: 0 for no effect and ±100 for the full control effect
Target sequence (O00167 whole entry, looked up): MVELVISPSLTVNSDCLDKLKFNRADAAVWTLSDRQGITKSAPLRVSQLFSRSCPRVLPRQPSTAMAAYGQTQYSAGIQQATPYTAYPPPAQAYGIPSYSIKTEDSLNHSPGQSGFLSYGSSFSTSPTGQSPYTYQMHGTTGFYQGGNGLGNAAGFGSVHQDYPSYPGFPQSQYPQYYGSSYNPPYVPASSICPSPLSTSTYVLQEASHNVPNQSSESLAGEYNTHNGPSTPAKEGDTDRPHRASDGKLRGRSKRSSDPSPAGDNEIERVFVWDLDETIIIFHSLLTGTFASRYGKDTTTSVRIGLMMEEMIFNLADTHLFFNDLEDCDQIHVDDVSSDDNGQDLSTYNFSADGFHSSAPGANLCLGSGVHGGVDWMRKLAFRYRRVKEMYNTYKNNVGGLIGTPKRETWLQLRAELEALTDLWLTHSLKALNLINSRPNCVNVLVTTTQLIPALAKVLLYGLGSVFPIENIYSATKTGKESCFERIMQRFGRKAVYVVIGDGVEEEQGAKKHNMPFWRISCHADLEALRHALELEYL
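Eya2 protein (added as 0.2 uM solution) was preincubated with compound for 10 min at ambient temperature in 50 mM HEPES pH 7.5, 50 mM NaCl, 5 uM MgCl2, 0.05% BSA, 1 mM DTT. OMFP (added at 50 uM) then reacted 10 min; fluorescence read at 485/525 nm.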
USP2a inh: qHTS Assay for Inhibitors of Ubiquitin-specific Protease USP2a Using CHOP2 as the Reporter | 0.01% of 330,000 active | USP2 core, Ub-CHOP2 coupled fluorogenic reporter, 485/531 | Potency, µM (top dose mostly 38.3 µM), without a hit: top-dose activity change, negative = inhibition, hits mostly inhibitors | AID 463254, 2010;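 note: potency is the fitted concentration of half-maximal effect; plate controls were DMSO wells for no effect and full inhibition by NEM control for full effect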
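USP2 core (10nM final) preincubated 30min RT with compound in 20mM Tris-HCl pH 8.0, 2mM CaCl2, 2mM beta-mercaptoethanol, 0.05% CHAPS; 25nM Ub-CHOP2 plus 25nM reporter substrate added, fluorescence (Ex485/Em531) read after 60min.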
B2AR arrestin: qHTS assay of beta-arrestin-biased ligands of beta2-adrenergic receptor. Beta-2 adrenergic receptor (Homo sapiens), P07550. beta-arrestin recruitment to beta2AR, cell-based reporter. Potency, µM (titrated, usually from 46.1 µM), inactives show at the top dose activation, most hits filed as activators. 0.02% of 330,000 active;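 note: potency is the fitted concentration of half-maximal effect; 0% = DMSO controls and full agonism = EC100 isoproterenol or metaproterenol; nearly all actives have a fitted effect of over 65% in size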
Target sequence (P07550 whole entry, looked up): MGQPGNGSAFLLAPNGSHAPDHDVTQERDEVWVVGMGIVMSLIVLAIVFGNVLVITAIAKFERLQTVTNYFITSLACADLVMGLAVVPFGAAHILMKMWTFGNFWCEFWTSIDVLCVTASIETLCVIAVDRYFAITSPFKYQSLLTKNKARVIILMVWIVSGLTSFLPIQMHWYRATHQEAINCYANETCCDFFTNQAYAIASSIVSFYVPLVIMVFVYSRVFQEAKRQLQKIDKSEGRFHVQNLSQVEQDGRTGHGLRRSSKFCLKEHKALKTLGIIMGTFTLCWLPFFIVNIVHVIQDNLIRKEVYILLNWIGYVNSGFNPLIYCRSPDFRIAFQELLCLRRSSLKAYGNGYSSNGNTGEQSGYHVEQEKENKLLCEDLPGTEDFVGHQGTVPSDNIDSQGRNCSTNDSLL
BRCA1 expr up: qHTS Assay to Identify Small Molecule Activators of BRCA1 Expression; MCF7-BRCA1-FFLuc reporter, luminescence, 48 h; response scale: scaled: vehicle 0%, 10 µM genistein 100%; 1.1% of 380,000 active; Potency, µM (top dose mostly 46.1 µM), without a hit: at the top dose activation, most hits filed as activators; note: potency is the fitted concentration of half-maximal effect; nearly all actives have a fitted effect of over 80% in size; some results filed as inactive show a strong effect at the top dose
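Luminescence from a BRCA1-driven firefly luciferase in MCF7 cells was the read-out, taken 15 min after substrate addition following 48 h compound exposure at 37 °C. Data were normalized to a 10 microM genistein control and DMSO vehicle.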
Integrin act MD: qHTS for Activators of Integrin-Mediated Alleviation for Muscular Dystrophy; alpha7betagal myoblasts, beta-gal FDG fluorescence, 48 h; Potency, µM (doses to about 38.3 µM), without a hit: at the highest dose activation, actives largely listed as activators; 0.064% of 350,000 active; AID 624291, 2012;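 note: potency is the fitted concentration of half-maximal effect; 100% = response of the positive control SU9516; nearly all actives have a fitted effect of over 60% in size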
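alpha7betagal+/- myoblasts (passage 13, 250/well) treated 48 h at 37C with compounds at 1:260 dilution of DMSO stock. Lysed, then beta-galactosidase activity read as FDG fluorescence (ex 480/em 540) after 30 min, with pre-read for autofluorescence.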
ELG1 genotox: qHTS screen for small molecules that induce genotoxicity in human embryonic kidney (HEK293T) cells expressing luciferase-tagged ELG1; 1.3% of 330,000 active; HEK293T ELG1-luciferase reporter, luminescence, 16 h; Potency, µM (titrated, usually from 46 µM), for inactives: at the highest dose activity change, positive = activation, usual class: activators; AID 504466, 2011; note: potency is the fitted concentration of half-maximal effect; % of control where 0% means no effect; nearly all actives have a fitted effect of over 60% in size
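16 hr compound incubation (37 °C, 5% CO2) of HEK293T cells carrying luciferase-tagged ELG1; luciferase then measured by ONE-Glo luminescence after 30 min at RT.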
TSG101-PTAP inh: qHTS Assay for Iinhibitors of HIV-1 Budding by Blocking the Interaction of PTAP/TSG101; 340,000 tested, under 10 active; Fluorescence polarization, FITC-PTAP peptide / Tsg101 binding; Tumor susceptibility gene 101 protein (Homo sapiens), Q99816; AID 493005, 2010; Potency, µM (titrated, usually from 115 µM), without a hit: top-dose activity change, negative = inhibition, usual class: inhibitors; active = well fitted inhibition curve with a large enough effect in the main read-out, with a control signal flat, not every such curve was filed as active; inconclusive = small, poorly fitted or top-dose-only effect, or effect the other way, or a change in a side signal; inactive = no such curve, though single readings can be large or run the other way; note: potency is the fitted concentration of half-maximal effect; % of control where 0% means no effect
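Tsg101 binding domain (10 uM final) was mixed with compound and a FITC-labeled PTAP peptide (50 nM final) in HEPES pH 7.5 buffer with NaCl, Tween 20, EDTA and TCEP; fluorescence polarization was read after 20 min at r.t.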
TRPV1 agonist: HTS Assay for Compounds that Act as Agonists of the Vanilloid Receptor 1; Transient receptor potential cation channel subfamily V member 1 (Homo sapiens), Q8NER1; TRPV1-expressing cells, Fluo-8 calcium influx, agonist mode; activation, % at 8.33 µM; 0.19% of 320,000 active; AID 540275, 2011; in the data active = activation above about 80%; inconclusive = between about 30% and that limit; note: 0% is about no effect
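Fluo-8 calcium influx in TRPV1-expressing cells, kinetic read (ex 480/em 520 nm). Compound added and read 3 min for agonist activity, followed by capsaicin at EC20 final and 2 min further read for enhancement.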
S-ASM inh: Inhibitors of Secretory Acid Sphingomyelinase (S-ASM): qHTS | Sphingomyelin phosphodiesterase (Homo sapiens), P17405 | placental ASM, HMU-PC fluorogenic substrate, 60 min | Potency, µM (doses to about 57.5 µM), for the others: at the top dose activity change, negative = inhibition, actives largely listed as inhibitors | 0.006% of 340,000 active; note: potency is the fitted concentration of half-maximal effect
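Human placenta-derived ASM enzyme was preincubated with compound for 10 minutes at room temperature, then given fluorogenic substrate HMU-PC0 (9 uM final) for 60 minutes at 37 °C; a pH 10 stop preceded fluorescence reading at Ex 386/Em 447 nm.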
p53 reactivation: qHTS assay for re-activators of p53 using a Luc reporter; Potency, µM (top dose mostly 92.2 µM), without a hit: at the highest dose activity change, positive = activation, usual class: activators; H1299 p53-A138V BP100-luciferase reporter, luminescence, 24 h; 0.063% of 320,000 active; note: potency is the fitted concentration of half-maximal effect; % of control where 0% means no effect; nearly all actives have a fitted effect of over 45% in size
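H1299 (p53-null), stable ts p53-A138V + BP100-Luc; 1000 cells/well, Opti-MEM/10% FBS; cpd 4 pt, 1:5; 24 h, 37 deg C, 5% CO2; detection reagent 10 min RT; luminescence.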
* = called active by the depositor; ? = inconclusive; · = no result given; [ ] = dose if it differs, or a comment. Unless noted, calls come from the whole dose curve; as a rule, active = well fitted curve in the direction sought with a large enough effect; inconclusive = small, poorly fitted or top-dose-only effect, or another doubt; inactive = no such curve, though single readings can be large; an effect the other way counts as inactive or inconclusive.

SMILES	uPA surface inh	Eya2 phos inh	USP2a inh	B2AR arrestin	BRCA1 expr up	Integrin act MD	ELG1 genotox	TSG101-PTAP inh	TRPV1 agonist	S-ASM inh	p53 reactivation
Cc1ccnc2nc(C(=O)Nc3nccs3)nn12	-8%	13%	2%	0.0%	?	27%	?	0%	-1	3%	25%
CCCC(=O)c1c[nH]c(C(=O)NCc2cccnc2)c1	-6%	2%	2%	0.3%	0%	-28%	8%	-4%	6	0%	-7%
CCOC(=O)c1ccc(NC(=O)CCc2nnc3ccc(N4CCCC4)nn23)cc1	4%	-16%	2%	0.5%	10%	-9%	-3%	-6%	0	-5%	-7%
CC1CCCC(NC(=O)c2cc(-c3ccncc3)nc3ccccc23)C1C (stereo unspecified)	1%	15%	0%	-0.5%	-15%	42%	-3%	-5%	-2	-8%	-1%
CCCCCCCC(=O)Nc1cc(C(=O)NCc2ccc(C)cc2)ccc1N1CCC2(CC1)CC(c1ccccc1)=NO2	9%	6%	0%	0.5%	-8%	38%	?	3%	2	3%	·
Cc1ccc(-c2noc(CCC(=O)Nc3ccccc3C)n2)cc1	·	30%	1%	-0.8%	7%	12%	-5%	-7%	21	3%	-1%
COc1cc2[nH]c(=S)nc(Nc3ccc(NC(C)=O)cc3)c2cc1OC	15%	-11%	-1%	0.2%	-24%	10%	0%	-15%	-1	-8%	-4%
CCOCCCNC(=O)c1c[nH]c2ccc(C)cc2c1=O	·	-20%	2%	-0.1%	-8%	12%	-4%	-6%	0	4%	-10%
O=C(Nc1ccc2c(c1)OCCO2)c1cncc(Br)c1	-7%	-2%	-1%	0.2%	?	11%	?	-6%	0	-2%	19%
CCc1nc2ccccc2c(=O)n1NC(=O)c1c(O)c2cccc3c2n(c1=O)CCC3	14%	·	·	·	-12%	-2%	·	-7%	0	-8%	·
COc1cccc(Oc2nccc(N(C)C)c2C#N)c1	7%	7%	3%	-0.6%	46%	-14%	?	0%	9	1%	5%
COc1ccc(NC(=O)c2cc(CC(C)C)on2)cc1OC	-7%	0%	1%	-0.3%	86%	-5%	21µM*	-1%	3	2%	11%
Cc1nc(SCc2nnc(-c3ccc(Cl)cc3)o2)c2c3c(sc2n1)CCC3	·	5%	-1%	0.1%	·	·	-2%	·	-2	·	2%
O=c1cc(-c2ccccc2)[nH]c2[nH]n(-c3ccccc3)c(=O)c12	-3%	1%	0%	0.0%	0%	1%	1%	-6%	-2	-3%	1%
CCCCn1c(SCC(=O)Nc2ccc(NC(C)=O)cc2)nc2ccccc2c1=O	2%	4%	-1%	0.5%	-19%	?	1%	-2%	27	-5%	·
Cc1cc(F)ccc1S(=O)(=O)N1CCCOC1CNC(=O)C(=O)NCCCN1CCOCC1 (stereo unspecified)	1%	7%	3%	-0.2%	-8%	3%	9%	-1%	-4	6%	-10%
CN(C)C=NC(=O)c1[nH]c2ccc(Cl)cc2c1-c1ccccc1	-10%	-8%	0%	0.4%	-24%	-37%[inhibitor]	-10%	-3%	-3	35%	-2%
COc1ccc(S(=O)(=O)N2CCCCC2)cc1NC(=S)Nc1cccc(Cl)c1C	-6%	-5%	-1%	5.0%	-28%	126%	-3%	-3%	-2	17%	3%
O=c1c2ccccc2sn1-c1ccc(F)cc1	?	-6%	0%	0.4%	9%	-43%	1%	2%	?	2%	?
C=CCOC(=O)C(C#N)c1nc2ccccc2nc1N1CCN(c2ccccc2OCC)CC1 (stereo unspecified)	12%	-3%	-1%	-1.3%	-13%	43%	-5%	2%	24	-1%	-9%
COc1ccccc1C(=O)OCC(=O)N1CCC(Cc2ccccc2)CC1	5%	3%	-1%	0.3%	40%	2%	6%	-4%	1	2%	11%
Cc1cc(C)nc(SCC(=O)NN=C2CCCC2)n1	11%	9%	5%	0.2%	-23%	-11%	12%	-1%	-2	6%	0%
Cc1ccccc1NC(=O)CN1C(=O)S/C(=C/c2cccnc2)C1=O	4%	-3%	1%	0.0%	-7%	17%	-2%	-2%	2	2%	1%
CCn1cc(C2=NOC(C(=O)Nc3ccccc3C(=O)OC)C2)c(C)n1 (stereo unspecified)	4%	-3%	3%	-0.1%	-3%	-18%	-6%	-2%	5	-2%	-13%
CC[C@]12c3[nH]c4ccccc4c3CCN1C(=O)C(CC(=O)NCc1ccc(OC)c(OC)c1)C[C@@H]2C(=O)N1CCN(C(=O)C2CC2)CC1 (stereo partly specified)	8%	-1%	1%	5.0%	5%	5%	2%	2%	·	4%	-2%
C=CCn1c(SCC(=O)NCCCC)nc2scc(-c3ccco3)c2c1=O	1%	-2%	-3%	0.1%	-35%	-2%	-7%	6%	?	-9%	-9%
Cc1sc(NC(=O)CS(=O)(=O)c2ccccc2)c(C(N)=O)c1C	4%	-17%	0%	12%	66%	-2%	?	0%	0	0%	20%
CC(C)Oc1ccc(C(=O)Nc2nnc(C3=COCCO3)o2)cc1	-1%	1%	0%	-0.7%	-6%	-24%	-7%	-1%	-2	1%	-2%
Cc1ccc2cc(CCNC(=O)C3CCCCC3)c(=O)[nH]c2c1C	-11%	-2%	1%	0.4%	2%	-36%	1%	3%	3	1%	6%
Brc1ccc(-c2noc(COc3ccc4c(c3)CCC4)n2)o1	20%	-28%	0%	0.3%	9%	1%	?	0%	0	-14%	8%
Cc1cccc(NC(=O)CSCC(=O)Nc2ccc(S(=O)(=O)N3CCCCC3)cc2)c1	-12%	?	0%	-0.3%	-41%	-32%	-4%	0%	?	0%	-5%
CCOc1ccccc1NC(=O)CSc1n[nH]c(=O)n1-c1ccccc1	1%	·	·	·	9%	0%	·	0%	·	2%	·
CCOc1ccccc1Nc1nc2ccccc2n1C(C)C	3%	-2%	2%	-0.1%	-22%	28%	0%	1%	6	1%	11%
CCCCn1cnc2cc(C)c(C)cc21	-1%	1%	-1%	-0.9%	1%	18%	1%	-5%	9	0%	-2%
O=C(NCc1ccccc1)c1onc(CSc2nc3ccccc3[nH]2)c1C(=O)NCc1ccccc1	13%	-2%	0%	-1.0%	-40%	-2%	-5%	1%	-3	-21%	7%
N#Cc1cc(C(=O)c2cc(Cl)ccc2O)cn(CC2CCCO2)c1=O (stereo unspecified)	-1%	-7%	-1%	3.9%	-23%	16%	-1%	-3%	4	5%	-14%
Cc1ccccc1C(=O)N1CCC(C(=O)Nc2ccc(S(=O)(=O)N3CCCC3)cc2)CC1	-1%	6%	-3%	-0.8%	3%	5%	-3%	1%	0	-1%	3%
Cc1ccccc1OCC(=O)NNC(=O)c1ccc(-c2ccccc2)cc1	-1%	12%	0%	0.0%	-4%	-4%	2%	-4%	5	-1%	2%
COc1cc(C(=O)NC(=S)Nc2ccc([N+](=O)[O-])cc2)cc(OC)c1OC	0%	9%	0%	0.3%	-34%	3%	1%	0%	-5	-8%	6%
CC(C)(C)c1ccc(OCC(=O)Nc2ccc(C(=O)Nc3ccccc3C(=O)O)cc2)cc1	-4%	-4%	-2%	-0.7%	37%	7%	5%	-4%	3	·	-6%
O=C(Nc1cccc(Cl)c1)Nc1nnc(CSCCOc2ccc(Cl)cc2)s1	-8%	5%	4%	0.0%	-64%	-22%	3%	-2%	1	-1%	9%
CCN1C(=O)C(CC(=O)Nc2ccc(F)cc2)N(Cc2ccco2)C1=S (stereo unspecified)	2%	-18%	0%	-1.1%	-14%	-14%	-3%	0%	5	-3%	-1%
COc1cc(OC)cc(C(=O)OCC(=O)NC(C)CCc2ccccc2)c1 (stereo unspecified)	-3%	-8%	-5%	-0.3%	-18%	-18%	-9%	1%	4	-3%	6%
Brc1cc2c(cc1C1OCCO1)OCO2	7%	·	·	·	2%	1%	·	-2%	·	3%	·
